Source: PubChem
NCI-60 one-dose screen, 48 h, at 10 µM unless noted. Numbers give growth in % (100 = growth as untreated, 0 = no growth, -100 = all killed).
HOP-92 = HOP-92 NSCLC cells | 6.3% of 71,000 active | AID 1794738
UACC-62 = UACC-62 melanoma | 5.4% of 81,000 active | AID 1794756
M14 = M14 melanoma; 6.2% of 80,000 active; AID 1794745
CCRF-CEM = CCRF-CEM leukemia; 7% of 77,000 active
RPMI-8226 = RPMI-8226 leukemia cells | 7.5% of 77,000 active | AID 1794781
HOP-62 = HOP-62 NSCLC; 3.9% of 80,000 active
EKVX = EKVX NSCLC; 3% of 71,000 active
A549/ATCC = A549/ATCC NSCLC. 3.7% of 81,000 active
* = called active by the depositor; . = no result given; & = joins results of further samples; ! = a repeat was not active. The calls were made as follows: active = growth percent below 10; inactive = the rest. Not a hit list, and some 12% of all compounds hit somewhere here.

Preview (19 entries):
SMILES	HOP-92	UACC-62	M14	CCRF-CEM	RPMI-8226	HOP-62	EKVX	A549/ATCC
OC1(c2ccccc2)CC2CCC1C2 (configuration not stated)	107	103	103	99	111	106	110	106
C/C(=C(/c1ccccc1)c1ccc(N2C(=O)c3cccc4c(Nc5ccc(F)cc5)ccc(c34)C2=O)cc1)c1ccccc1	71	88	88	79	68	87	56	86
COC(=O)c1cc(=O)nc(NNC(C)=O)s1	132	100	105	.	111	93	.	98
Cc1c(C)c(CN)c(C)c(C)c1CN	.	110	98	.	94	93	.	.
CCOC(=O)C[n+]1ccc(C(=O)c2cc3ccccc3[nH]2)cc1	.	112	97	98	108	97	.	105
CC1(n2nnnc2N2CCCN(c3ncccc3N)CC2)CCC1	96	95	98	103	104	99	98	107
Clc1ccc(CCc2ccc(Cl)cc2)cc1	105	91	118	101	104	.	.	.
N#Cc1c(Nc2cccc(Cl)c2)sc(C(=O)c2cc3cc(Cl)ccc3o2)c1N	8.1*	79	105	53	57	107	158	94
O=C(/C=C/c1ccccc1Br)c1cccc(OCCCOc2cccc(C(=O)/C=C/c3ccccc3Br)c2)c1	99	94	106	104	30	108	97	98
Cc1ccc(NC(=O)c2c(Nc3ccccc3)nn3cc(-c4nc5ccccc5s4)c(N)nc23)cc1	97	94	101	99	103	.	109	109
C/C(=N\NC(N)=S)c1ccc2cc3c(cc2c1)OCO3	110	60	106	88	92	109	47	88
COC(=O)C(C(=O)OC)C(C(=O)OC)C(=O)OC	93	101	118	102	.	108	.	96
Nc1nc(SCc2ccccc2)cc(C(=O)O)n1	81	101	102	107	103	99	98	100
COc1ccc(-c2ccccc2)cc1-c1c(Nc2cc(Cl)cc(Cl)c2O)c(=O)c1=O	-24*	11	25	20	25	2.0*	10	8.7*
C/C=C/C1=CN2C(=O)c3cc(OC4OC(C)C(NC)C(C)(O)C4O)c(C)cc3N=C[C@@H]2C1 (some centres not stated)	2.1*	-80*	-61*	0.5*	4.6*	-9.0*	6.0*	7.2*
COc1cc2oc(-c3cccc(C(=O)Nc4ccc(Cl)cc4)c3)cc(=O)c2c(OCC(=O)N[C@@H](Cc2ccccc2)C(=O)O)c1OC	124	98	109	99	101	120	107	106
Cc1nn(C(=O)c2ccccc2)c2c1nnc1ncccc12	93	99	97	102	.	95	96	97
CC12CC[C@@H]3[C@]4(C)COC(c5cn(-c6ccccc6)nc5-c5cccc([N+](=O)[O-])c5)O[C@@H]4CC[C@@]3(C)[C@@H]1CC(C1=CCOC1=O)O2 (some centres not stated)	113	101	114	86	68	84	77	94
CC(CO)CC(=O)c1c2c(c3oc(=O)cc(-c4ccccc4)c3c1O)C=CC(C)(C)O2 (configuration not stated)	81	74	103	92	88	100	82	83

The list itself, from the first entry:
SMILES	HOP-92	UACC-62	M14	CCRF-CEM	RPMI-8226	HOP-62	EKVX	A549/ATCC
OC1(c2ccccc2)CC2CCC1C2 (configuration not stated)	107	103	103	99	111	106	110	106
C/C(=C(/c1ccccc1)c1ccc(N2C(=O)c3cccc4c(Nc5ccc(F)cc5)ccc(c34)C2=O)cc1)c1ccccc1	71	88	88	79	68	87	56	86
COC(=O)c1cc(=O)nc(NNC(C)=O)s1	132	100	105	.	111	93	.	98
Cc1c(C)c(CN)c(C)c(C)c1CN	.	110	98	.	94	93	.	.
CCOC(=O)C[n+]1ccc(C(=O)c2cc3ccccc3[nH]2)cc1	.	112	97	98	108	97	.	105
CC1(n2nnnc2N2CCCN(c3ncccc3N)CC2)CCC1	96	95	98	103	104	99	98	107
Clc1ccc(CCc2ccc(Cl)cc2)cc1	105	91	118	101	104	.	.	.
N#Cc1c(Nc2cccc(Cl)c2)sc(C(=O)c2cc3cc(Cl)ccc3o2)c1N	8.1*	79	105	53	57	107	158	94
O=C(/C=C/c1ccccc1Br)c1cccc(OCCCOc2cccc(C(=O)/C=C/c3ccccc3Br)c2)c1	99	94	106	104	30	108	97	98
Cc1ccc(NC(=O)c2c(Nc3ccccc3)nn3cc(-c4nc5ccccc5s4)c(N)nc23)cc1	97	94	101	99	103	.	109	109
C/C(=N\NC(N)=S)c1ccc2cc3c(cc2c1)OCO3	110	60	106	88	92	109	47	88
COC(=O)C(C(=O)OC)C(C(=O)OC)C(=O)OC	93	101	118	102	.	108	.	96
Nc1nc(SCc2ccccc2)cc(C(=O)O)n1	81	101	102	107	103	99	98	100
COc1ccc(-c2ccccc2)cc1-c1c(Nc2cc(Cl)cc(Cl)c2O)c(=O)c1=O	-24*	11	25	20	25	2.0*	10	8.7*
C/C=C/C1=CN2C(=O)c3cc(OC4OC(C)C(NC)C(C)(O)C4O)c(C)cc3N=C[C@@H]2C1 (some centres not stated)	2.1*	-80*	-61*	0.5*	4.6*	-9.0*	6.0*	7.2*
COc1cc2oc(-c3cccc(C(=O)Nc4ccc(Cl)cc4)c3)cc(=O)c2c(OCC(=O)N[C@@H](Cc2ccccc2)C(=O)O)c1OC	124	98	109	99	101	120	107	106
Cc1nn(C(=O)c2ccccc2)c2c1nnc1ncccc12	93	99	97	102	.	95	96	97
CC12CC[C@@H]3[C@]4(C)COC(c5cn(-c6ccccc6)nc5-c5cccc([N+](=O)[O-])c5)O[C@@H]4CC[C@@]3(C)[C@@H]1CC(C1=CCOC1=O)O2 (some centres not stated)	113	101	114	86	68	84	77	94
CC(CO)CC(=O)c1c2c(c3oc(=O)cc(-c4ccccc4)c3c1O)C=CC(C)(C)O2 (configuration not stated)	81	74	103	92	88	100	82	83
CC1(C)C2CCC1(C)C(SC(=N)N)C2 (configuration not stated)	70	98	97	94	.	95	90	97
Cc1ccc(-c2cc(-c3cccnc3)[nH]c(=O)c2C#N)s1	93	94	110	84	89	93	104	97
CC(=O)Nc1c([N+](=O)[O-])cc2c3c(cccc13)CC2	109&95	89&104	99&107	86	98&104	97&96	96	96&101
COc1ccc(N2CCN(c3nc(-c4ccncc4)nc4sc5c(c34)CCCCCC5)CC2)cc1	.	63	101	.	71	100	.	86
O=C(N/N=C/c1ccc(B(O)O)o1)c1[nH]c2ccc(Br)cc2c1-c1ccccc1	59	19	20	4.0*	28	44	44	31
Cc1c(O)ccc2cc(C(=O)CSc3nnnn3-c3ccccc3)c(=O)oc12	81	85	103	91	54	80	95	72
C/C(=N/O)c1ccc(NC(=O)Cn2nc(-c3ccc(Cl)cc3)nc2N)cc1	99	92	107	86	93	89	99	79
COc1ccc(/C=N/N=C(N)N)cc1	93	99	98	115	.	97	105	94
O=C(NCc1cn(Cc2cccc(Oc3ccccc3)c2)nn1)c1cccnc1NCc1ccc(Cl)cc1	22	28	6.8*	.	-9.6*	41	31	23
Nc1nc(N)c(N=Nc2ccc(S(N)(=O)=O)cc2)c(=O)[nH]1	102	87	106	110	.	98	100	98
CCNC(=O)Oc1ccc(/C(=C(/C)Cc2ccc(OC)cc2)c2ccc(OCCN3CCCCCC3)cc2)cc1	41	73	68	42	20	84	71	55
COC1C(COC(=O)c2ccccc2)OC(OC(C)=O)C1OC(C)=O (configuration not stated)	106	107	101	98	103	101	.	94
C#CCOc1ccc(C=O)cc1	104	101	98	101	100	105	98	105
O=C(CCc1nnc(Cn2ccnc2)o1)c1nc2ncccc2[nH]1	82	89	95	108	96	91	96	93
CS(=O)(=O)Nc1ccsc1-c1nc(-c2ccccc2)no1	95	95	107	98	97	101	97	105
O=C(COc1ccccc1C(F)(F)F)Nc1cc(O)c2c(=O)cc(-c3ccccc3)oc2c1	92	91	90	93	90	97	100	87
CC1(C)c2ccccc2C(C)(C(Cl)(Cl)Cl)c2ccc(Cl)cc21 (configuration not stated)	.	96	84	74	.	96	108	90
COc1nc2ccc(C)cc2cc1/C=C1/C=C(c2ccccc2)OC1=O	102	95	93	99	99	98	93	97
C=CCOC(=O)Oc1ccccc1Cl	106	112	104	.	109	125	116	100
N#CC1C=CN(CC(=O)c2ccc(Cl)cc2)c2ccc3cccnc3c21 (configuration not stated)	77	82	78	72	65	74	86	76
O=C(OCCO)c1ccccc1-c1c2cc3cc(Br)c(O)c(Br)c3oc-2c(Br)c(=O)c1Br	98	93	100	101	108	89	90	114
O=C1CC(=O)N(c2nnc(/C=C/c3ccco3)c(=O)[nH]2)N1	79	108	109	122	105	106	121	105
O=C(Nc1ccc(F)cc1)c1ccc(C(=O)Nc2ccc(F)cc2)cc1	105	107	105	102	113	98	.	99
C=C1C(=O)O[C@H]2[C@H]1CC/C(COC(=O)NCc1ccc(OC)cc1)=C\CC[C@@]1(C)O[C@@H]21	63	28	33	3.7*	26	67	76	69
O=C(Nc1ccc(N2CCOCC2)cc1)c1cncnc1Nc1ccc(OCc2ccccn2)c(Cl)c1	94	83	88	82	77	93	89	82
COc1ccc(Cl)cc1/C=C/C(=O)/C=C(/C=C/c1cc(Cl)ccc1OC)OB(F)F	93	99	100	100	105	96	106	100
CCN(CC)CCCCCCNc1cc(OC)c(Cl)c2cccnc12	59	-31*	27	85	75	69	86	97
c1cc(NCCCCN2CCOCC2)c2ccc3c(ccc4c(NCCN5CCOCC5)ccnc43)c2n1	57	99	93	37	98	81	95	76
CCOC(=O)N/N=C/c1cc(Cl)ccc1O	.	106	103	76	99	114	.	99
O=c1scc(-c2ccc(Br)cc2)s1	71	81	111	107	100	107	84	96
CCCCC(O)Cn1ncc(C(=O)N/N=C\c2ccc(OC(F)F)c(OCc3ccccc3)c2)c1N (configuration not stated)	102	73	69	46	47	94	.	80
COc1cc(-c2nccc3cc4c(cc23)OCO4)cc(OC)c1OC	58	28&34	23&14	34&34	37	39&38	63&68	39&47
Cc1ccc(NC(=O)Nc2ccc(C)cc2C)cc1	83	108	96	94	100	102	.	95
COc1cc(CCn2nnc3c(Nc4ccc(N5CCCCC5)cc4)ncnc32)cc(OC)c1	73	72	70	64	56	96	.	66
CS/C(Nc1ccccc1)=C(/C#N)S(=O)(=O)c1ccc(C)cc1	83	92	102	86	90	114	115	100
Cc1c(C(=O)NO)sc2ncnc(Nc3ccc(NC(=O)Nc4ccccc4)cc3)c12	117	102	95	97	105	103	89	104
CC1=N/C(=C\c2ccccc2Cl)C(=O)N1CCc1ccc(S(N)(=O)=O)cc1	111	102	92	80	91	95	96	97
Cc1cc(N)c2ccccc2[n+]1CCCCCCCCCC[n+]1c(C)cc(N)c2ccccc21	7.4*	1.9*	3.5*	6.3*!	-12*	25&16	1.5*!	-17*!
CN(C)CCCN(CCC1CCCCC1)CCC1CCCCC1	29	-79*	-97*	21	24	64	73	53
COc1ccc(C2=NNC(c3ccc(Oc4ccnc5cc(Cl)ccc45)c(OC)c3)C2)cc1 (configuration not stated)	76	78	90	66	64	100	81	86
c1cncc(-c2csc(-c3c[nH]c4ncccc34)n2)c1	.	62	72	.	.	.	39	89

More results.
SMILES	HOP-92	UACC-62	M14	CCRF-CEM	RPMI-8226	HOP-62	EKVX	A549/ATCC
O=S(=O)(O)NS(=O)(=O)O	92	101	111	92	99	103	.	98
CCCCCCN(CCCCCC)C(F)(F)C(=O)Nc1ccc(S(=O)(=O)c2ccc(NC(=O)C(F)(F)N(CCCCCC)CCCCCC)cc2)cc1	41	79	93	69	36	88	63	73
NNC(=O)CSCc1nc(N)nc(Nc2ccccc2F)n1	98	97	106	.	118	105	103	101
CC1CC(N2CSC(=S)N(C3CC(C)CC(C)(C)C3)C2)CC(C)(C)C1 (configuration not stated)	70	91	85	49	76	94	115	77
N=C(N)c1ccc(-c2ccc(-c3cc(Cl)cc(Cl)c3)s2)cc1	-77*	-80*	-85*	-67*	-49*	.	-72*	-51*
O=C(COc1c(Cl)c(Cl)c(Cl)c(Cl)c1Cl)Nc1cccc(Cl)c1	82	83	93	86	87	93	91	75
CCOC(=O)C(C(C)=O)C(=O)OCC	100	103	101	104	106	98	94	.
COc1ccc(CC(=O)Cc2ccc(OC)c(OC)c2)cc1OC	114	87	107	80	87	104	103	101
COc1ccc(-n2cc(-c3cc(OC)c(OC)c(OC)c3)n(C(C)=O)c2=O)cc1	86	84	111	.	123	126	88	100
COc1ccc(/C=C(\C#N)C(=O)Nc2cc(OC)nc(OC)n2)cc1	96	95	100	98	63	89	94	97
O=C(O)c1cccc2c1C(=O)c1ccccc1-2	70	120	108	60	94	99	101	109
C=C1C(=O)O[C@H]2[C@H]1CC/C(COC(=O)NCc1c[nH]c3ccc(Br)cc13)=C\CC[C@@]1(C)O[C@@H]21	-46*	-63*	-41*	-13*	-29*	59	-16*	49
Cc1cc(-c2ccc(N=Nc3c(S(=O)(=O)O)cc4cc(S(=O)(=O)O)cc(O)c4c3O)c(C)c2)ccc1N=Nc1cc(S(=O)(=O)O)c2ccccc2c1O	121	121	113	96	101	123	127	109
CC1CCC2(OC1)OC1CC3C4CC=C5CC(O)CCC5(C)C4CCC3(C)C1C2C (configuration not stated)	27	91	102	-56*	71	67	97	27
CCOC(=O)c1c(NC(=O)c2ccc([N+](=O)[O-])cc2)sc2c1CCCC2	83	71	112	97	105	112	100	109
O=C1N=C(c2c(-c3[nH]c(=O)c4ccc(Cl)cc4c3O)c(O)c3ccccc3c2O)C(=O)c2cc(Cl)ccc21	102	93	109	124	107	97	.	107
COc1cc(-c2cncn2-c2ccc(-c3nc4ccc(F)cc4s3)cc2)ccc1F	94	85	102	82	54	102	96	69
O=c1ccc(N=Nc2ccc([N+](=O)[O-])cc2)ccc1O	48	15	45	35	22	33	5.1*	32
